Assay outcomes from PubChem.
PTAP TSG101 blk = blocks PTAP/TSG101 interaction to inhibit HIV-1 budding; Fluorescence polarization, FITC-PTAP peptide / Tsg101 binding; Potency, µM (titrated, usually from 115 µM), without a hit: at the highest dose activity change, negative = inhibition, hits mostly inhibitors; 340,000 tested, under 10 active; AID 493005; active means well fitted inhibition curve with a large enough effect in the main read-out, with a control signal flat, not every such curve was filed as active; inconclusive means small, poorly fitted or top-dose-only effect, or effect the other way, or a change in a side signal; inactive means no such curve, though single readings can be large or run the other way; further: potency means the concentration at half of the fitted maximal effect; % of control where 0% means no effect
Target sequence (Q99816 whole entry, looked up): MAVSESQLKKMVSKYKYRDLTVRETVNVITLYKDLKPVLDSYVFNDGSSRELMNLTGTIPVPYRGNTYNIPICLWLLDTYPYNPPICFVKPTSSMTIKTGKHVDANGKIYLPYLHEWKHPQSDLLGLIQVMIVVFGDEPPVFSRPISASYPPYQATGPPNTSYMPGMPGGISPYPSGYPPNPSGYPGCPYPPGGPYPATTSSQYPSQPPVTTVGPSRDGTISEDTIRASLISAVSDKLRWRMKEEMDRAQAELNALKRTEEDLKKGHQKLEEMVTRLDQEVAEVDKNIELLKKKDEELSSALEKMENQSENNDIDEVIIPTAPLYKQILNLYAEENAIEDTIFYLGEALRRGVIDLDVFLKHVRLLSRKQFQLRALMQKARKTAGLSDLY
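Compounds were pin-transferred onto Tsg101 binding domain (10 uM final) in HEPES pH 7.5 buffer, then FITC-PTAP peptide was added at 50 nM final. After 20 min at RT, polarization reported peptide displacement across a qHTS concentration series.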
Eya2 phos inh = Eya2 (human) phosphatase inhibition; 330,000 compounds, 0.006% hits; Potency, µM (series often up to 76.9 µM), for the others: top-dose activity, negative = inhibition, actives largely listed as inhibitors; AID 488837; recombinant Eya2, OMFP fluorescence dephosphorylation (OMFP is methylfluorescein phosphate); O00167; further: potency means the concentration at half of the fitted maximal effect; on the % scale 0 is the no-effect control and ±100 the full control effect
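Eya2 (0.2 uM) preincubated 10 min at ambient with compound, then OMFP substrate added at 50 uM; 10 min reaction in 50 mM HEPES pH 7.5, 50 mM NaCl, 5 uM MgCl2, 0.05% BSA, 1 mM DTT. Fluorescence read at Ex 485/Em 525 nm.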
S-ASM inh = inhibitors of human secretory acid sphingomyelinase. P17405. placental ASM, HMU-PC fluorogenic substrate, 60 min. Potency, µM (series often up to 57.5 µM), inactives show at the top dose activity change, negative = inhibition, usual class: inhibitors. 340,000 compounds, 0.006% hits; further: potency means the concentration at half of the fitted maximal effect
Target sequence (P17405 47-631 limits assumed): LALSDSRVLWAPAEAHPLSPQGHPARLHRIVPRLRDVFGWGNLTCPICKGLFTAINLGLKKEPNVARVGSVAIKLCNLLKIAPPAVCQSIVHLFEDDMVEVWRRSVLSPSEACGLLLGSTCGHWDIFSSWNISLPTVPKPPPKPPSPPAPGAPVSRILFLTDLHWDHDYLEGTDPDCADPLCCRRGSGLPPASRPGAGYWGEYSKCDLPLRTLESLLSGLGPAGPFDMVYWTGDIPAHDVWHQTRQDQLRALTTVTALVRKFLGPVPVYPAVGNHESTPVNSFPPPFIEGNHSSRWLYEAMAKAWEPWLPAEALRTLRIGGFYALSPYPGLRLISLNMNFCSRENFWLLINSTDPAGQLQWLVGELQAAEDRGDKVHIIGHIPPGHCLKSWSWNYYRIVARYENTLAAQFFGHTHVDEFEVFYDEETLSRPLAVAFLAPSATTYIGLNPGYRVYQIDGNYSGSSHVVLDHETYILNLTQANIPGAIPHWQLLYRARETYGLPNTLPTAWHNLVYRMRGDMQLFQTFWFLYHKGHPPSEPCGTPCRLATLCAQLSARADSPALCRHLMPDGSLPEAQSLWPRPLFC
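Steps: dispense placental human ASM, pin compound, wait 10 min at room temperature, add HMU-PC0 substrate at 9 uM final, incubate 60 min at 37 °C, add stop solution raising pH to 10, read fluorescence.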
BRCA1 expr act = activators of BRCA1 expression; Potency, µM (titrated, usually from 46.1 µM), inactives show at the top dose activation, actives largely listed as activators; 380,000 compounds, 1.1% hits; AID 624202; MCF7-BRCA1-FFLuc reporter, luminescence, 48 h; response scale: scaled: vehicle 0%, 10 µM genistein 100%; further: potency means the concentration at half of the fitted maximal effect; nearly all actives have a fitted effect of over 80% in size; some results filed as inactive show a strong effect at the top dose
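Compounds are tested at multiple concentrations on MCF7 BRCA1-luciferase reporter cells seeded at 2000 per well; after 48 h, a single luminescence end-point is taken and curves fitted to the normalized data.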
ELG1 genotoxic = genotoxicity induction in ELG1-luciferase HEK293T cells; Potency, µM (titrated, usually from 46 µM), for the others: at the highest dose activity change, positive = activation, most hits filed as activators; HEK293T ELG1-luciferase reporter, luminescence, 16 h; 330,000 compounds, 1.3% hits; further: potency means the concentration at half of the fitted maximal effect; % of control where 0% means no effect; nearly all actives have a fitted effect of over 60% in size
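Cells (2,000/well) expressing the ELG1-luciferase fusion are dosed by pin tool and kept 16 hr at 37 °C, 5% CO2. Signal comes from ONE-Glo luciferase reagent after 30 min at room temperature.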
uPA generation = blocks generation of uPA at the cell surface; 330,000 compounds, 0.31% hits; AID 540303; cell surface uPA generation assay, qHTS; Potency, µM (highest dose often 38.3 µM), for inactives: at the highest dose activity change, negative = inhibition, actives largely listed as inhibitors; active means well fitted inhibition curve with a large enough effect; inconclusive means small, poorly fitted or top-dose-only effect; inactive means no such curve, though single readings can be large or run the other way; tested in mouse RAW 264.7 cells; further: potency means the concentration at half of the fitted maximal effect; on the % scale 0 is the no-effect control and ±100 the full control effect; nearly all actives have a fitted effect of over 55% in size
USP2a block = inhibitors of human ubiquitin-specific protease USP2a | 330,000 compounds, 0.01% hits | Potency, µM (doses to about 38.3 µM), inactives show top-dose activity change, negative = inhibition, most hits filed as inhibitors | O75604 | USP2 core, Ub-CHOP2 coupled fluorogenic reporter, 485/531;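 further: potency means the concentration at half of the fitted maximal effect; plate controls were DMSO wells for no effect and full inhibition by NEM control for full effect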
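USP2 core (10nM final) preincubated 30min RT with compound in 20mM Tris-HCl pH 8.0, 2mM CaCl2, 2mM beta-mercaptoethanol, 0.05% CHAPS; 25nM Ub-CHOP2 plus 25nM reporter substrate added, fluorescence (Ex485/Em531) read after 60min.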
TRPV1 agonist = human TRPV1 agonism | Q8NER1 | TRPV1-expressing cells, Fluo-8 calcium influx, agonist mode | activation, % at 8.33 µM | 320,000 compounds, 0.19% hits; in the data active means activation above about 80%; inconclusive means between about 30% and that limit; further: 0% is about no effect
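Fluo-8 calcium influx in TRPV1-expressing cells, kinetic read (ex 480/em 520 nm). Compound added and read 3 min for agonist activity, followed by capsaicin at EC20 final and 2 min further read for enhancement.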
a7 integrin act = activators of alpha7 integrin expression for muscular dystrophy | Potency, µM (titrated, usually from 38.3 µM), inactives show top-dose activation, most hits filed as activators | 350,000 compounds, 0.064% hits | alpha7betagal myoblasts, beta-gal FDG fluorescence, 48 h;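 further: potency means the concentration at half of the fitted maximal effect; 100% = response of the positive control SU9516; nearly all actives have a fitted effect of over 60% in size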
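alpha7betagal+/- myoblasts (passage 13, 250/well) treated 48 h at 37C with compounds at 1:260 dilution of DMSO stock. Lysed, then beta-galactosidase activity read as FDG fluorescence (ex 480/em 540) after 30 min, with pre-read for autofluorescence.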
B2AR arrestin = agonists driving beta-arrestin recruitment to human beta2-adrenergic receptor; P07550; beta-arrestin recruitment to beta2AR, cell-based reporter; Potency, µM (doses to about 46.1 µM), for the others: at the top dose activation, hits mostly activators; 330,000 compounds, 0.02% hits; AID 492947;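 further: potency means the concentration at half of the fitted maximal effect; 0% = DMSO controls and full agonism = EC100 isoproterenol or metaproterenol; nearly all actives have a fitted effect of over 65% in size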
p53 reactivation = restores transcriptional activity of mutant p53; H1299 p53-A138V BP100-luciferase reporter, luminescence, 24 h; AID 504706; 320,000 compounds, 0.063% hits; Potency, µM (titrated, usually from 92.2 µM), without a hit: top-dose activity change, positive = activation, actives largely listed as activators; further: potency means the concentration at half of the fitted maximal effect; % of control where 0% means no effect; nearly all actives have a fitted effect of over 45% in size
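p53-null H1299 cells stably carrying temperature-sensitive p53-A138V and a BP100-luciferase reporter were pinned with compounds (4-point, 1:5 series) and held 24 hrs at 37 deg C. Luminescence was read 10 min after detection reagent.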
The depositor's hits bear a star; ? = inconclusive; . = no result given; [ ] = dose if it differs, or a comment. Unless noted, the call rests on the fitted dose curve; in most records, active means well fitted curve in the direction sought with a large enough effect; inconclusive means small, poorly fitted or top-dose-only effect, or another doubt; inactive means no such curve, though single readings can be large; an effect the other way counts as inactive or inconclusive.

#	SMILES	PTAP TSG101 blk	Eya2 phos inh	S-ASM inh	BRCA1 expr act	ELG1 genotoxic	uPA generation	USP2a block	TRPV1 agonist	a7 integrin act	B2AR arrestin	p53 reactivation
1	CN1CCN(CC2(O)CCN(S(=O)(=O)c3ccc(Cl)cc3)CC2)CC1	-2%	1%	2%	17%	-2%	3%	5%	2	0%	0.2%	2%
2	CC(=O)CCSc1nnc(-c2cccc(S(=O)(=O)N3CCOCC3)c2)o1	-4%	-14%	2%	-4%	1%	1%	-1%	-2	-40%	0.3%	4%
3	CC(=O)Nc1csc2ccccc12	-11%	-2%	6%	0%	-2%	0%	-1%	-1	-11%	-0.4%	-2%
4	Cc1ccc(CNC(=O)c2ccc(N(C)C)cc2)cc1	1%	-6%	0%	55%	16%	21%	0%	9	22%	0.3%	22%
5	COc1ccc(C(C(=O)NC(C)(C)C)N(C(=O)CNC(=O)c2cccs2)c2cccnc2)cc1OC (stereo not drawn)	-3%	-5%	-9%	1%	2%	-4%	-1%	2	1%	-0.4%	1%
6	CCOC(=O)CSc1nnc(CNC(=O)c2cccs2)n1-c1ccccc1	3%	-3%	2%	-17%	-5%	2%	2%	-1	2%	2.9%	36%
7	O=C(OCC(=O)N1CCOCC1)c1ccc(F)cc1Cl	-2%	-7%	2%	58%	15%	5%	1%	-5	4%	-0.2%	?
8	COc1ccc(CN(CCNC(=O)CCCCC(=O)NCCN(Cc2ccc(OC)cc2)C(C)C)C(C)C)cc1	-5%	.	9%	-5%	.	0%	.	.	-61%[inhibitor]	.	.
9	O=C(CCCc1ccccn1)c1ccc(-c2ccccc2)cc1	0%	.	3%	?	.	1%	.	.	-12%	.	.
10	C/C(=N\NC(=O)c1n[nH]c2c1CCC2)c1ccco1	5%	8%	-2%	-50%	?	-12%	14%	6	-2%	-1.4%	5%
11	Cc1ccc(C(C(=O)NCC2CCCO2)N(Cc2ccccc2)C(=O)c2ccc(-c3ccccc3)[nH]2)o1 (stereo not drawn)	-2%	-3%	-14%	-71%	-6%	-9%	-1%	?	2%	-0.4%	-10%
12	Nc1nc(SCc2ccccc2Cl)n[nH]1	-4%	-10%	2%	23%	?	2%	5%	0	8%	0.1%	7%
13	CN(C(=O)CCOc1ccccc1)c1c(N)n(Cc2ccccc2)c(=O)[nH]c1=O	-4%	2%	4%	2%	7%	0%	4%	3	-23%	6.0%	-4%
14	CCN(CC)CC(O)CNc1ccnc2c(Cl)ccc(Cl)c12 (stereo not drawn)	-2%	.	-1%	24%	.	-4%	.	.	-46%[inhibitor]	.	.
15	O=S(=O)(NCCCN1CCOCC1)c1ccc2c(c1)OCCO2	-1%	12%	0%	5%	3%	5%	-4%	-3	4%	-0.1%	-3%
16	Cc1ccc(C(=O)N/C(=C/c2ccco2)C(=O)NCc2ccco2)cc1	1%	-12%	-4%	-26%	-5%	0%	1%	-1	2%	-0.7%	23%
17	CC(C)(C)NC(=O)Nc1ccc(Br)cc1	-5%	-1%	0%	?	?	-10%	0%	?	12%	-0.4%	2%
18	C=C(C1=CCN(S(=O)(=O)C(C)(C)C)[C@H]1CCO)c1ccccc1	1%	.	0%	-2%	.	10%	.	.	-10%	.	.
19	Cc1cc(C(=O)N/N=C/c2cccnc2)cs1	-1%	-4%	2%	2%	7%	-8%	2%	12	-1%	0.3%	9%
20	CCC(c1nnnn1Cc1cccs1)N1CCN(C(=O)c2ccco2)CC1 (stereo not drawn)	0%	2%	-3%	0%	-2%	-10%	3%	0	-9%	0.8%	-4%
21	Cc1[nH]n2c(=O)c3c(nc2c1-c1ccc(Cl)cc1)CCC3	-7%	5%	2%	-41%	-18%	0%	-1%	2	-12%	-0.2%	-3%
22	CCOc1ncccc1C(=O)Nc1cc(C(F)(F)F)ccc1N1CCOCC1	-4%	9%	13%	1%	1%	0%	1%	26	-5%	-0.8%	-5%
23	CCOC(=O)C1=NN(C(=O)Nc2ccc(OC)cc2)C2C(=O)N(c3cccc(C(F)(F)F)c3)C(=O)C12 (stereo not drawn)	2%	-30%	-11%	-9%	0%	3%	1%	2	1%	-0.2%	-5%
24	O=C(CN1CCN(C(=O)c2ccco2)CC1)Nc1c2c(nc3c1CCC3)CCCC2	-1%	6%	0%	-12%	0%	6%	2%	7	10%	-3.3%	-14%
25	Cc1cccc(C(=O)N2CCCCCC2)c1	-2%	-17%	0%	0%	2%	9%	3%	-2	-7%	0.1%	-2%
26	CNC(=O)Nc1ccc(C2SCCS2)cc1	-4%	8%	2%	-12%	9%	-4%	1%	29	12%	0.1%	5%
27	CCCCC(=Nc1ccccc1OC)C1=C(O)CC(c2ccccc2)CC1=O (stereo not drawn)	0%	1%	1%	-5%	-1%	13%	0%	7	-5%	-4.7%	15%
28	CN(Cc1ccccc1)C(=O)N[C@@H](Cc1ccccc1)C(=O)O	-3%	-1%	2%	11%	-1%	3%	4%	-3	18%	?	3%
29	Cc1cc(NC(=O)Cn2cc([N+](=O)[O-])cn2)no1	-4%	-18%	7%	9%	2%	-27%	1%	0	-5%	0.0%	0%
30	CC(C)CC(=O)OC(C)(C)[C@@H]1Cc2c(ccc3ccc(=O)oc23)O1	-6%	-3%	-2%	5%	-4%	2%	3%	.	-27%	0.0%	1%
31	COC(=O)c1ccc(C2/C(=C(\O)c3ccc4c(c3)OCCO4)C(=O)C(=O)N2CCCN2CCOCC2)cc1 (stereo not drawn)	-2%	-6%	-1%	9%	2%	2%	3%	-1	0%	0.1%	1%
32	COc1cc2c(cc1OC)C(c1cccc(C)c1)CC(=O)N2 (stereo not drawn)	-1%	-2%	2%	-14%	16%	11%	-1%	7	39%	0.2%	-3%
33	O=C(CCNC(=O)N1CCn2c1nc1ccccc12)NCc1ccc(Cl)cc1	-3%	13%	-11%	7%	-5%	-11%	2%	0	-5%	0.0%	-2%
34	C=CCn1c(CNc2ccccc2)nnc1SCC(=O)N/N=C/c1ccccc1O	-1%	-5%	0%	-64%	-2%	-5%	-6%	10	-1%	-0.2%	?
35	O=C(CN(Cc1ccc(F)cc1)C(=O)CCC(=O)Nc1nccs1)NCc1ccccc1	0%	4%	0%	-19%	-13%	-2%	-4%	2	-54%[inhibitor]	0.5%	-1%
36	Cc1ccc(C(=O)NNC(=O)CCCN2C(=O)/C(=C/c3ccccc3Cl)SC2=S)cc1	0%	-3%	-12%	-77%	-1%	0%	3%	-1	-51%[inhibitor]	-0.9%	-29%
37	Cc1ccc(-n2c(CNc3ccc(F)cc3)nnc2SCC(=O)O)cc1	-1%	4%	3%	7%	0%	-1%	-3%	-3	18%	-0.5%	2%
38	CCN1CCN(CCCNC(=O)c2cn(CCOC)c(=O)c3c2c2ccccc2n3C)CC1	-9%	-7%	22%	-10%	0%	.	0%	-2	28%[7.66 µM]	-0.1%	-8%
39	COC(=O)c1cccc(C(=O)N2CCCC(Nc3ccc4c(c3)OCCO4)C2)c1 (stereo not drawn)	-4%	14%	0%	-5%	2%	-2%	1%	?	8%	-0.9%	2%
40	CC1=C(C(=O)Nc2cccc(C)c2C)C(c2cccs2)NC(=S)N1 (stereo not drawn)	-4%	-1%	1%	-4%	-3%	4%	4%	0	-5%	-0.6%	-11%
41	Cc1ccc(-n2ncc3c2ncn2nc(-c4ccco4)nc32)c(C)c1	-4%	4%	-2%	?	3%	-1%	-1%	1	5%	-0.2%	12%
42	CN1c2ccccc2Oc2c(c(=O)n(C)c(=O)n2C)C1c1cccc([N+](=O)[O-])c1 (stereo not drawn)	8%	12%	1%	-19%	0%	1%	3%	5	7%	-0.9%	1%
43	OC(CSc1ccccc1Cl)CN1CCN(c2ccc(F)cc2)CC1 (stereo not drawn)	0%	11%	-2%	1%	-2%	.	4%	2	26%[7.66 µM]	-0.3%	-9%
44	Cc1nc(S(=O)(=O)c2cccc(Cl)c2)nc2c1CCC2	-4%	-3%	-4%	-20%	1%	-1%	1%	-1	12%	-1.0%	-2%
